Screens (PubChem BioAssay)
LmPK inh: qHTS Assay for Inhibitors of Leishmania Mexicana Pyruvate Kinase (LmPK); Potency, µM (highest dose often 57.5 µM), for the others: at the highest dose activity change, negative = inhibition, most hits filed as inhibitors; purified LmPK, Kinase-Glo ATP luminescence, 1 h; 0.37% of 290,000 active; Q27686; also: potency is read from the fitted curve at half-maximal effect
Target sequence (Q27686 whole entry, looked up): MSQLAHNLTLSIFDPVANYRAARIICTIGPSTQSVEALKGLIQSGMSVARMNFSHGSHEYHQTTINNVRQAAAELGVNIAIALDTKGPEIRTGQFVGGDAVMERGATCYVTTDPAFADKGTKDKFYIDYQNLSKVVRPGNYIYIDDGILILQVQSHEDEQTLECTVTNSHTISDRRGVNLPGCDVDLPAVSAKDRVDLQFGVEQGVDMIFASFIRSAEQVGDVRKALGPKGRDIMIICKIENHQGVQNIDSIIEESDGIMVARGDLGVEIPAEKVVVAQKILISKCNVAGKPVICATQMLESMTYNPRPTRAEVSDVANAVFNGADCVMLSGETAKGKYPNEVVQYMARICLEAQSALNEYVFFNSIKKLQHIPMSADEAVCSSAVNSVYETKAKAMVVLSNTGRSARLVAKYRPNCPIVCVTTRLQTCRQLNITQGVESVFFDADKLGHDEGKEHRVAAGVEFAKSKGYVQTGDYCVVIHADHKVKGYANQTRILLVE
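In 50 mM imidazole pH 7.2 with 7 mM MgCl2, LmPK (0.1 nM) turned over PEP (0.5 mM) and ADP (0.1 mM) for 1 h at room temperature. Luciferase read-out of ATP.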
HCMV antiviral: qHTS Assay for inhibitors of the human cytomegalovirus (HCMV); AID 1259415, 2018; HFF cells, HCMV-luciferase reporter, 72 h; stronger effect = lower value; 4.5% of 410,000 active; activity change, negative = inhibition, % at 57.5 µM; in the data active = activity change below about -60%; inconclusive = no clear call, values can overlap the other calls; inactive = above about -39%
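Two-dose cell screen: HFF monolayers treated with compounds and infected with luciferase-expressing HCMV at 1 PFU/cell, 72 h at 37C, then lysed for luciferase measurement.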
AmpC detergent: qHTS Inhibitors of AmpC Beta-Lactamase (assay with detergent); AmpC hydrolysis of nitrocefin, absorbance 480 nm, 0.01% Triton; Potency, µM (titrated, usually from 114 µM), for the others: top-dose activity change, negative = inhibition, hits mostly inhibitors; 0.041% of 370,000 active; AID 485294, 2010;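 also: potency is read from the fitted curve at half-maximal effect; 0% = no-compound wells and -100% = no-enzyme wells; nearly all actives have a fitted effect of over 25% in size; some results filed as inactive show a strong effect at the top dose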
Target sequence (P00811 whole entry, looked up): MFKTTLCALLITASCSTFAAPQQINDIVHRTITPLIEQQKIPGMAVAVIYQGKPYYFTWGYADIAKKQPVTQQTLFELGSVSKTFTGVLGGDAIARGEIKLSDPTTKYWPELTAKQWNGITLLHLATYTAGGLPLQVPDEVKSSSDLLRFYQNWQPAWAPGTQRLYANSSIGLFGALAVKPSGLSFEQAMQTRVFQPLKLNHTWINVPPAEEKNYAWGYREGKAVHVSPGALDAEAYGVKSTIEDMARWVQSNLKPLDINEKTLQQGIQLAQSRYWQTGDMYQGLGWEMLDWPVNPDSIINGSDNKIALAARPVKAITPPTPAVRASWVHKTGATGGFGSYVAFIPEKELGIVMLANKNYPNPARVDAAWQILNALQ
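AmpC (5.3 nM in the dispensed reagent) in 20 mM phosphate pH 7.0 with 0.01% (detergent screen) or 0.0001% Triton X-100 was preincubated with compounds for 15 min at room temperature. Nitrocefin was then added from an 800 uM solution, and hydrolysis was followed at 480 nm.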
AmpC no deterg: qHTS Inhibitors of AmpC Beta-Lactamase (assay without detergent). P00811. AmpC nitrocefin hydrolysis, absorbance 480 nm, 0.0001% Triton. Potency, µM (titrated, usually from 57.1 µM), inactives show at the top dose activity change, negative = inhibition, most hits filed as inhibitors. 0.52% of 330,000 active. AID 485341, 2010;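 also: potency is read from the fitted curve at half-maximal effect; plate controls were no compound for no effect and no enzyme for full effect; nearly all actives have a fitted effect of over 20% in size; some results filed as inactive show a strong effect at the top dose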
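AmpC (5.3 nM in the dispensed reagent) in 20 mM phosphate pH 7.0 with 0.01% (detergent screen) or 0.0001% Triton X-100 was preincubated with compounds for 15 min at room temperature. Nitrocefin was then added from an 800 uM solution, and hydrolysis was followed at 480 nm.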
HCV inh: qHTS Assay for Inhibitors of Hepatitis C Virus (HCV); 3.4% of 340,000 active; Potency, µM (top dose mostly 41.8 µM), without a hit: at the highest dose activity change, negative = inhibition, usual class: inhibitors; AID 651820, 2012; Huh7.5.1 HCVcc-Cre infection, luciferase reporter, 44 h; also: potency is read from the fitted curve at half-maximal effect
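1,000 cells/well; 4 h culture; + compound; + HCVcc-Cre (~0.5 moi); 44 h; luciferase substrate, RT 15 min; read 15 sec.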
Tb PYK inh: qHTS of Trypanosoma Brucei Inhibitors; pyruvate kinase (Trypanosoma brucei), Q57TT1; TbPYK enzyme, Kinase-Glo Plus ATP luminescence, 45 min; Potency, µM (highest dose often 76.8 µM), for the others: at the top dose activity, negative = inhibition, usual class: inhibitors; 0.12% of 410,000 active; also: potency is read from the fitted curve at half-maximal effect; nearly all actives have a fitted effect of over 50% in size
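ADP (130 uM final) triggers the TbPYK reaction after compound addition; incubation is 45 min at room temperature. Kinase-Glo Plus is then added and luminescence imaged. Normalized data are fitted to concentration-effect curves.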
AMA1-RON2 inh: qHTS for Inhibitors of AMA1-RON; Towards Development of Antimalarial Drug Lead: Primary Screen | AlphaScreen AMA1-biotinylated RON2 peptide binding | AID 720542, 2013 | 0.2% of 360,000 active | Plasmodium falciparum AMA1 (3D7) - RON2 peptide interaction | Potency, µM (series often up to 58.2 µM), for the others: at the top dose activity change, negative = inhibition, usual class: inhibitors;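 also: potency is read from the fitted curve at half-maximal effect; 0% = vehicle wells and -100% = peptide control; nearly all actives have a fitted effect of over 45% in size; some results filed as inactive show a strong effect at the top dose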
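AMA1 (3D7) with his tag at 25 nM final met compounds first, then biotinylated RON2 peptide at 25 nM; detection used donor plus acceptor beads, 10 µg/mL apiece, read by AlphaScreen after 30 min at room temperature.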
Numbers without * were called inactive; ? = inconclusive; . = no result given; [ ] = dose if it differs, or a comment. Unless noted, calls follow the shape of the dose curve; as a rule, active = well fitted curve in the direction sought with a large enough effect; inconclusive = small, poorly fitted or top-dose-only effect, or another doubt; inactive = no such curve, though single readings can be large; an effect the other way counts as inactive or inconclusive. Unless noted, % is scaled to controls: 0 for no effect and ±100 for the full control effect. An unsorted share of the library; any-hit rate near 7.5%.

Order of values – LmPK inh	HCMV antiviral	AmpC detergent	AmpC no deterg	HCV inh	Tb PYK inh	AMA1-RON2 inh
1. O=C(Cc1ccccc1[N+](=O)[O-])OCC(=O)N1CCN(c2ccccc2)CC1
    .	-35	-10%	1%	20%	2%	-24%
2. CC1CN2C(c3ccc(Cl)cc3)=CSC2=N1 (stereo not drawn)
    0%	-18	?	-18%	-19%	-28%	2%
3. CCOC(=O)C1CCCN(C(=O)c2cc3cc(Br)ccc3oc2=O)C1 (stereo not drawn)
    7%	0	2%	-2%	4%	2%	0%
4. COc1ccc(CCN2CC(C(=O)NCc3cccc4[nH]ccc34)CCC2=O)cc1 (stereo not drawn)
    4%	?	5%	64%[activator]	1%	-10%	-9%
5. Cc1cc(=O)oc2c1c(C)nn2-c1nn[nH]n1
    -11%	-3	0%	-21%	-2%	?	-8%
6. COCC(=O)NNC(=O)c1ccccc1OC
    1%	-26	-2%	-19%	18%	-5%	-1%
7. Cc1cc(C)nc(Nc2ncc(O)n2-c2ccccc2)n1
    7%	-13	2%	4%	5%	15%	3%
8. CN1CCN(Cc2cn(C)c3ccccc23)CC1CCO (stereo not drawn)
    0%	-10	?	-7%	-6%	-2%	10%
9. O=C(NCc1ccc2c(c1)OCO2)c1ccccn1
    -1%	18	?	-16%	18%	3%	12%
10. COc1ccc(F)cc1S(=O)(=O)n1nnc2ccccc21
    1%	13	1%	105%[activator]	-18%	-3%	0%
11. CCOc1ccc(OCC)c(NC(=O)C2CCCN(c3nc(C)cc(C)n3)C2)c1 (stereo not drawn)
    4%	-30	-13%	51%	?	0%	-16%
12. O=C(CC12CC3CC(CC(Br)(C3)C1)C2)NC1=NCCS1
    7%	-9	2%	-39%	27%	1%	22%
13. Cc1ccc(NC(=O)c2nnn(Cc3ccccc3)c2N)cc1C
    .	40	-1%	.	.	-4%	.
14. Cc1ccc(-c2ccc(S(=O)(=O)Nc3cccnc3)cc2)cc1
    -2%	?	1%	-60%	-27%	-4%	9%
15. O=C(CSc1nnnn1C1CCCC1)N1CCOCC1
    0%	51	-2%	-5%	4%	-7%	0%
16. CCOc1ccc(Nc2nc(Cc3nnc(SCC(=O)c4ccc(C)cc4)o3)cs2)cc1
    1%	-18	1%	-30%	?	-3%	4%
17. Cc1ccc(C(=O)NNC(=O)C2CSC3(C)CCC(=O)N23)cc1 (stereo not drawn)
    .	-8	0%	-15%	?	-2%	54%[activator]
18. Cc1cc2cc(C(=O)N3CCc4c([nH]c5ccccc45)C3c3ccccn3)ccc2o1 (stereo not drawn)
    2%	-26	2%	41%	?	9%	-9%
19. CCOC(=O)/C(C#N)=C\c1ccc(N2CCN(C)CC2)cc1
    3%	-8	-2%	-26%	11%	1%	4%
20. O=c1c2oc3ccccc3c2n(Cc2ccc(Cl)cc2)c(=O)n1Cc1ccco1
    .	0	24%	.	.	-5%	.

The list continues:
Order of values – LmPK inh	HCMV antiviral	AmpC detergent	AmpC no deterg	HCV inh	Tb PYK inh	AMA1-RON2 inh
21. CCCCCCc1cc2cc(-c3nnc(-c4cccc(Cl)c4)o3)c(=O)oc2cc1O
    .	-24	1%	.	.	4%	.
22. CN1CCCN(C(=O)C2CCCCC2)CC1
    0%	28	-3%	-1%	13%	-1%	18%
23. Cc1c(NC(=O)c2cccc3c(Cl)cccc23)cccc1-c1nc2ccccc2o1
    .	10	4%	.	.	0%	.
24. C=CCNc1nc2c(c(=O)[nH]c(=O)n2C)n1Cc1cccc(C)c1
    -4%	56	-4%	-6%	0%	1%	0%
25. Cc1ccc(S(=O)(=O)CCC(=O)OCC(=O)N2CC(=O)Nc3ccccc32)cc1
    7%	-12	-1%	20%	12%	0%	18%
26. CCOc1cccc(NC(=O)C2CC(=O)N(C)C2)c1 (stereo not drawn)
    -9%	-11	0%	-16%	-13%	-1%	14%
27. O=C(COC(=O)Cc1n[nH]c(=O)c2ccccc12)Nc1c(Br)cc([N+](=O)[O-])cc1Br
    .	-3	.	.	-4%	3%	-4%
28. c1ccc(C[C@H]2CN=C(Nc3ccccc3)N2CCCC2CCCC2)cc1
    -2%	.	0%	-15%	-9%	3%	26%
29. CC(C(=O)Nc1ccccc1Oc1ccccc1)c1ccccc1 (stereo not drawn)
    0%	-14	-9%	-31%	9%	-17%	-15%
30. Cc1ccc(OCCn2c(=S)[nH]c3c(N)ncnc32)cc1
    -20%	-36	1%	-24%	9%	?	64%[activator]
31. CCOc1ccc(CNC(=O)c2nnc(CS(=O)(=O)c3ccccc3)o2)cc1OC
    0%	26	?	16%	?	-1%	4%
32. O=C(O)c1cccc(N2C(=O)c3cccc4c(Cl)ccc(c34)C2=O)c1
    -2%	-7	-10%	-30%	-1%	-6%	2%
33. CCNC(=S)Nc1ccccc1-c1ccccc1
    4%	-20	?	-13%	2%	-3%	-10%
34. COc1ccc(NC(=O)C/C(C)=N/NC(=O)c2cccs2)c([N+](=O)[O-])c1
    -1%	35	7%	-1%	5%	-3%	79%[activator]
35. CC1CCn2c(nc3cc(C(=O)NCc4ccc(OC(C)C)cc4)ccc32)C1 (stereo not drawn)
    .	19	19%	.	.	1%	.
36. CCC(C)Nc1nc2c(c(=O)n(C)c(=O)n2C)n1C (stereo not drawn)
    -1%	-24	-2%	-6%	-5%	-7%	-7%
37. CC(=O)Nc1ccc([As](=O)(O)c2ccc([N+](=O)[O-])cc2)cc1
    -1%	-34	0%	-3%	-5%	2%	6%
38. Cn1ccnc1C(O)(c1ccccc1)c1ccccc1
    2%	-32	-5%	-2%	-2%	-3%	-7%
39. COc1cccc(-c2nnc(NC(=O)c3cccc(F)c3)o2)c1
    5%	-23	3%	-36%	-8%	2%	122%[activator]
40. C[C@@H]1C=C(C(=O)NCc2nc3ccccc3[nH]2)O[C@H](OCCCCO)C1
    .	-19	.	.	-3%	0%	17%

Structural class: those above with an aryl thioether with sulfur outside any ring
Order of values – LmPK inh	HCMV antiviral	AmpC detergent	AmpC no deterg	HCV inh	Tb PYK inh	AMA1-RON2 inh
15. O=C(CSc1nnnn1C1CCCC1)N1CCOCC1
    0%	51	-2%	-5%	4%	-7%	0%
16. CCOc1ccc(Nc2nc(Cc3nnc(SCC(=O)c4ccc(C)cc4)o3)cs2)cc1
    1%	-18	1%	-30%	?	-3%	4%

Further compounds follow:
Order of values – LmPK inh	HCMV antiviral	AmpC detergent	AmpC no deterg	HCV inh	Tb PYK inh	AMA1-RON2 inh
41. CCO[C@@H]1OC(C(=O)N2CCN(Cc3ccc4c(c3)OCO4)CC2)=C[C@H](c2ccc(Br)cc2)[C@H]1CCCO
    7%	-9	7%	214%[activator]	?	-5%	-19%
42. CN1CCC2(CC1)c1ccccc1-c1ccccc12
    .	-21	.	.	8%	0%	-16%
43. CC(C)c1c(O)cc(-c2ccncc2)n(-c2ccc(Cl)cc2)c1=O
    1%	-29	-5%	5%	14%	4%	-3%
44. Cc1cc(C)nc(Nc2n[nH]c(COc3ccc4ccccc4c3)n2)n1
    3%	10	-10%	-25%	-4%	-7%	0%
45. Nc1nonc1C(=O)NCCNc1ccc([N+](=O)[O-])cc1
    -3%	7	7%	-11%	10%	-1%	8%
46. Cc1c(O)ccc2c(CN3CCN(Cc4ccccc4)CC3)cc(=O)oc12
    3%	-62*	-4%	-25%	-7%	-15%	11%
47. COc1cc(/C=C2\SC(=O)N(CC(=O)Nc3cccc(C)c3)C2=O)ccc1OC(C)C(=O)O (stereo not drawn)
    .	30	.	.	-6%	1%	0%
48. CCCN(Cc1cccs1)C(=O)Nc1cc(C)ccc1OC
    .	-18	10%	.	.	8%	.
49. O=C(C1CC(=O)N(c2ccc3c(c2)OCCO3)C1)N1CCN(S(=O)(=O)c2ccccc2F)CC1 (stereo not drawn)
    .	?	.	.	-9%	-9%	0%[11.6 µM]
50. COc1ccc(CC(=O)NCc2ccc3c(c2)CCN3C(=O)c2ccc(C)cc2)cc1OC
    .	-17	0%	.	.	-3%	.
51. CCOc1ccccc1NC(=O)Cn1cnc2c1c(=O)n(C)c(=O)n2C
    .	8	22%	.	.	-7%	.
52. Cc1c(C(=O)N2CCOCC2)oc2c1-c1nn(CC(=O)NCc3cccc(Cl)c3)cc1CC2
    .	?	0%	.	.	-4%	.
53. O=c1[nH]c(=S)n(Cc2ccc(F)cc2)c(O)c1C=NCc1ccc2c(c1)OCO2
    3%	6	-2%	-10%	-23%	-7%	-8%
54. Cn1c(=O)cc(SCC(=O)NCC2COc3ccccc3O2)c2ccccc21 (stereo not drawn)
    1%	21	0%	32%	-2%	-13%	11%
55. COc1cccc(C(=O)NCC(=O)OCC(=O)NC2CCCCC2)c1
    .	16	.	-3%	12%	-2%	-18%
56. O=C(c1ccc(F)cc1)N1CCCC(C(=O)N2CCCCC2)C1 (stereo not drawn)
    4%	0	-1%	-6%	2%	-12%	-6%
57. CCN1CCCC1CNC(=O)Cn1cnc2sc(C)c(S(=O)(=O)N3CCC(C)CC3)c2c1=O (stereo not drawn)
    -1%	.	1%	13%	?	1%	-3%
58. CCCCn1c(N)c(N(CC(C)C)C(=O)c2ccc(N3C(=O)c4ccccc4C3=O)cc2)c(=O)[nH]c1=O
    .	-6	-10%	6%	?	5%	-3%
59. c1ccc(CCN(Cc2ccccc2)C2CCN(C3CCCC3)CC2)cc1
    ?	-36	3%	9%	-10%	-29%	-8%
60. CC(O)c1cccc(NC(=O)CCC(=O)O)c1 (stereo not drawn)
    -1%	-3	-20%	-9%	13%	-3%	-4%
61. O=C(NC1CCCC1)C(c1ccc(F)cc1)N(Cc1ccccc1)C(=O)c1csnn1 (stereo not drawn)
    8%	-32	-13%	3%	-15%	4%	4%
62. O=C1OCc2cc(NS(=O)(=O)c3cccs3)ccc21
    1%	-63*	?	-20%	5%	2%	2%
